Screening results as filed in PubChem.
IDH1 mut inh: inhibitors of IDH1 R132H reductase, primary screen, biochemical, plate reader, single point; AID 624101, 2012; diaphorase/resazurin fluorescence, 60 min; inhibition, % at 10 µM; Isocitrate dehydrogenase [NADP] cytoplasmic (Homo sapiens), O75874; actives 0.18% (n = 70,000); in the data active = inhibition above about 34%;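 also: 0% = DMSO and 100% = no enzyme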
PRC2 inh: EZH2/PRC2 methyltransferase inhibitors, primary screen, biochemical, DELFIA time-resolved fluorescence, single point; actives 0.35% (n = 57,000); inhibition, % at 12.5 µM; Histone-lysine N-methyltransferase EZH2 (Homo sapiens), Q15910; PRC2 H3K27 methylation, DELFIA TRF, 1 h; AID 651548, 2012;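 active = mean inhibition of replicates at least 50% and every single replicate also reaching 50%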;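 also: dimethyl H3K27 on biotinylated H3 21-44 peptide detected by antibody; plate controls were median neutral control wells for no effect and median positive control wells for full effect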
Target sequence (Q15910 whole entry, looked up): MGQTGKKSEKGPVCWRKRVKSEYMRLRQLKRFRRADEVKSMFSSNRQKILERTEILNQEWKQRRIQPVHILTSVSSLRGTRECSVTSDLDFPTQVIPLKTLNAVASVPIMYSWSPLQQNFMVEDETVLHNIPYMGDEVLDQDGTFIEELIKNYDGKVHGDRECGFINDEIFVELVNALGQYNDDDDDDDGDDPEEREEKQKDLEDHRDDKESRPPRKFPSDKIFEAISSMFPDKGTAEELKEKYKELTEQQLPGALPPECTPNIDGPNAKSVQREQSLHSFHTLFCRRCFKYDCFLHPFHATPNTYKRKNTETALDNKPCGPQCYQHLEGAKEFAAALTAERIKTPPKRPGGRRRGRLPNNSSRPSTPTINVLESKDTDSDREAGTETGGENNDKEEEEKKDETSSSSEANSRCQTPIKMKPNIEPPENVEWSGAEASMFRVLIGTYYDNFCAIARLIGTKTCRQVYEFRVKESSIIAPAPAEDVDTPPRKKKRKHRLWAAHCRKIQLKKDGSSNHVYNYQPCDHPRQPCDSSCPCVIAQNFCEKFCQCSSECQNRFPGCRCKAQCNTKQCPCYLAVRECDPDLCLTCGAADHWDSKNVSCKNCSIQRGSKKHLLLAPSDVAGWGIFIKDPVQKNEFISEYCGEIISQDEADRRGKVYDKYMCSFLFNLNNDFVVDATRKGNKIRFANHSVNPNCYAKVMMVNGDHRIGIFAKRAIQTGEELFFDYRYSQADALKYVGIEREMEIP
Numbers without * were called inactive; nt = no result given.

SMILES | IDH1 mut inh | PRC2 inh
C[C@@H]1CN([C@H](C)CO)C(=O)c2c(c3ccccc3n2C)-c2ccccc2CO[C@H]1CN(C)C(=O)[C@@H](Cc1ccccc1)N(C)C | -7.7 | -11
O=C(CCSc1nc(-c2ccco2)cc(C(F)(F)F)n1)N1CCN(c2ccccn2)CC1 | -0.4 | 13
Cc1ccc(N(C(C)C(=O)Nc2ccc(Cl)c(C(F)(F)F)c2)S(C)(=O)=O)cc1 (centres undefined) | -0.3 | -9
C[C@@H]1CN([C@@H](C)CO)C(=O)c2cc(C#CCN(C)C)cnc2O[C@H]1CN(C)C(=O)Cc1ccncc1 | -1.8 | -1
CC(C)=CCc1c(O)cc2occ(-c3ccc4c(c3)OCO4)c(=O)c2c1O | 0.1 | -6
C[C@H]1CN([C@@H](C)CO)S(=O)(=O)c2ccc(C3=CCCCC3)cc2O[C@H]1CN(C)C(=O)C1CC1 | nt | 8
COc1ccc(NC(=O)CN(c2ccccc2F)S(C)(=O)=O)cc1 | -0.5 | -18
C[C@@H]1CN([C@@H](C)CO)C(=O)Cc2cc(NS(=O)(=O)c3ccc(F)cc3)ccc2O[C@H]1CN(C)S(C)(=O)=O | -1.4 | nt
C[C@@H]1CCCCO[C@H](CN(C)C)[C@@H](C)CN([C@@H](C)CO)C(=O)c2cc(NC(=O)c3ccccc3)ccc2O1 | 0.5 | 3
Cc1ccc(S(=O)(=O)Nc2cccc3c2O[C@@H](CN(C)C(=O)Nc2c(C)noc2C)[C@@H](C)CN([C@H](C)CO)C3=O)cc1 | -12 | nt
C[C@@H]1CN([C@H](C)CO)C(=O)c2cc(N(C)C)ccc2O[C@H]1CN(C)S(=O)(=O)c1ccccc1 | -0.2 | 6
O=C(NCc1ccccc1)[C@]1(Cc2ccccc2)N=C(c2ccc(OCCCO)cc2)O[C@@H]1c1ccccc1 | 0.2 | 34
C[C@@H]1CN([C@H](C)CO)C(=O)c2cc(NS(=O)(=O)c3cn(C)cn3)ccc2O[C@H]1CN(C)C | nt | 9
C[C@H](CO)N1C[C@H](C)[C@H](CN(C)CC2CC2)Oc2c(cccc2N(C)C)C1=O | 1.9 | 6
Cc1cc(=O)oc2ccc(OCC(=O)NCc3ccco3)cc12 | 0.1 | 7
CO[C@H]1CN(C)C(=O)c2cc(NS(=O)(=O)c3ccc(Oc4ccccc4)cc3)ccc2OC[C@H](C)NC[C@@H]1C | -0.1 | -4
C[C@@H](O)C#Cc1cnc2c(c1)C(=O)N([C@@H](C)CO)C[C@H](C)[C@H](CN(C)Cc1cncnc1)O2 | 0.1 | nt
O=C(C[C@H]1C[C@H]2c3cc(NC(=O)Cc4ccncc4)ccc3O[C@H]2[C@H](CO)O1)NCCc1ccccc1 | -1.4 | -8
CCCN1C[C@H](C)[C@@H](OC)CN(C)C(=O)c2cc(NC(=O)NC3CCCCC3)ccc2OC[C@@H]1C | 0.6 | -17
C[C@@H]1CCCCO[C@H](CN(C)S(=O)(=O)c2ccccc2)[C@@H](C)CN([C@H](C)CO)C(=O)c2cc(NS(C)(=O)=O)ccc2O1 | -1.6 | nt
COc1ccc(S(=O)(=O)N(C)C[C@@H]2Oc3c(NC(=O)C4CC4)cccc3C(=O)N([C@H](C)CO)C[C@@H]2C)cc1 | 0.9 | nt
C[C@@H]1CN([C@H](C)CO)C(=O)c2cc(C#CC3(O)CCCC3)cnc2O[C@@H]1CN(C)C(=O)Nc1ccc2c(c1)OCO2 | nt | -11
O=C(Nc1ccc2c(c1)[C@@H]1C[C@H](CC(=O)N3CCOCC3)O[C@H](CO)[C@@H]1O2)C1CCC1 | 0.4 | -20
C[C@H](CO)N1C[C@H](C)[C@@H](CN(C)C(=O)CN(C)C)Oc2cc(-c3cncnc3)ccc2S1(=O)=O | -0.4 | 2
Cc1noc(C)c1NC(=O)Nc1ccc2c(c1)C(=O)N([C@@H](C)CO)C[C@@H](C)[C@@H](CN(C)S(=O)(=O)c1ccc(F)cc1)OCCCC[C@H](C)O2 | -1.2 | nt

3 entries from above in another layout.
> C[C@@H]1CN([C@H](C)CO)C(=O)c2cc(NS(=O)(=O)c3cn(C)cn3)ccc2O[C@H]1CN(C)C
  IDH1 mut inh: nt
  PRC2 inh: 9

> Cc1ccc(N(C(C)C(=O)Nc2ccc(Cl)c(C(F)(F)F)c2)S(C)(=O)=O)cc1 (centres undefined)
  IDH1 mut inh: -0.3
  PRC2 inh: -9

> Cc1noc(C)c1NC(=O)Nc1ccc2c(c1)C(=O)N([C@@H](C)CO)C[C@@H](C)[C@@H](CN(C)S(=O)(=O)c1ccc(F)cc1)OCCCC[C@H](C)O2
  IDH1 mut inh: -1.2
  PRC2 inh: nt

The list continues.
SMILES | IDH1 mut inh | PRC2 inh
COc1ccc(Cl)cc1N(CC(=O)Nc1ccccc1F)S(C)(=O)=O | 0.0 | 0
CNC[C@@H]1Oc2ccc(NS(=O)(=O)c3ccc(OC)cc3)cc2C(=O)N([C@H](C)CO)C[C@H]1C | 5.8 | -8
Cc1noc(C)c1NC(=O)N(C)C[C@H]1Oc2ccc(NS(=O)(=O)c3c(C)noc3C)cc2C(=O)N([C@@H](C)CO)C[C@H]1C | -0.2 | nt
O=C(Nc1ccc(F)cc1)N[C@@H]1CC[C@@H](CCNS(=O)(=O)c2cccc(Cl)c2)O[C@@H]1CO | 0.0 | -1
Cc1ccc(S(=O)(=O)N(C)C[C@@H]2Oc3c(NS(=O)(=O)c4ccccc4)cccc3C(=O)N([C@@H](C)CO)C[C@H]2C)cc1 | 2.2 | nt
CC(C)NC(=O)Nc1ccc2c(c1)CC(=O)N([C@@H](C)CO)C[C@@H](C)[C@@H](CN(C)C(=O)NC(C)C)O2 | 1.1 | 13
C[C@H](CO)N1C[C@H](C)[C@H](CN(C)Cc2ccc(C(=O)Nc3ccccc3N)cc2)OCc2cnnn2CCCC1=O | -5.3 | nt
COc1cccc(CNC(=O)C[C@H]2C=C[C@@H](NC(=O)C3CCOCC3)[C@H](CO)O2)c1 | 0.1 | 0
CO[C@H]1CN(C)C(=O)c2ccc(NC(=O)C3CC3)cc2OC[C@@H](C)NC[C@@H]1C | -0.2 | 3
COc1cc(/C(C)=C/C(C)O)oc(=O)c1C (centres undefined) | 0.6 | -1
C[C@H]1CN([C@@H](C)CO)C(=O)Cc2cc(NC(=O)CCCCCC(=O)Nc3ccccc3N)ccc2O[C@@H]1CN(C)Cc1ccc2c(c1)OCO2 | 0.0 | -7
CC(C)NC(=O)Nc1ccc2c(c1)CC(=O)N([C@H](C)CO)C[C@H](C)[C@@H](CN(C)Cc1ccc(Oc3ccccc3)cc1)O2 | -1.3 | -31
CCCN1C[C@H](C)[C@H](OC)CN(C)C(=O)c2ccc(NS(=O)(=O)c3ccccc3)cc2OC[C@@H]1C | 0.0 | 8
CCC(=O)N(C)C[C@@H]1Oc2ncc(C3=CCCC3)cc2C(=O)N([C@H](C)CO)C[C@H]1C | 1.4 | 5
C[C@@H]1CCCCO[C@H](CN(C)C(=O)CCC(F)(F)F)[C@@H](C)CN([C@@H](C)CO)C(=O)c2cc(NS(=O)(=O)c3ccc(F)cc3)ccc2O1 | 1.7 | nt
Cc1ccc(OCC(=O)Nc2ccc(Br)cc2C(=O)O)cc1C | -0.1 | 29
CO[C@H]1CN(C)C(=O)c2ccc(NC(=O)NC(C)C)cc2OC[C@H](C)N(Cc2ccccc2)C[C@H]1C | 0.0 | -12
O=C(NO)c1ccc(C(=O)N/N=C/c2ccc(O)c(F)c2)cc1 | nt | -15
Cc1ccc(S(=O)(=O)N(C)C[C@@H]2Oc3ccc(NC(=O)CCCN(C)C)cc3C(=O)N([C@H](C)CO)C[C@@H]2C)cc1 | nt | -11
COc1ccc(S(=O)(=O)N[C@H]2C=C[C@@H](CC(=O)NCc3ccccc3F)O[C@@H]2CO)cc1 | -0.5 | -9
COc1ccc(NC(=O)Nc2cccc3c2O[C@H](CN(C)Cc2ccc(C(=O)O)cc2)[C@H](C)CN([C@@H](C)CO)C3=O)cc1 | 3.3 | nt
OC[C@@H]1[C@H]2c3ccccc3OC1(CO)N=C1SCc3ccccc3CN12 | nt | -8
O=C(N[C@H]1CC[C@@H](CCNC(=O)C2CC2)O[C@@H]1CO)c1ccncc1 | 0.4 | 2
O=C(O)COc1ccc(NC(=O)c2ccccc2-c2ccccc2C(=O)O)cc1 | 0.6 | -1
CO[C@H]1CC[C@@H]2CCOc3c(C#N)cccc3C(=O)N(C)CCCC(=O)N(C)C[C@@H]1O2 | -0.2 | -2
Other structures follow.
SMILES | IDH1 mut inh | PRC2 inh
CO[C@H]1CN(C)C(=O)c2cc(NC(=O)C3CCCCC3)ccc2OC[C@H](C)NC[C@@H]1C | 0.4 | 4
COCC#Cc1ccc2c(c1)O[C@H](CN(C)S(=O)(=O)c1ccc(OC)cc1)[C@@H](C)CN([C@@H](C)CO)S2(=O)=O | -0.3 | -6
COc1cccc(-c2cnc3c(c2)C(=O)N([C@@H](C)CO)C[C@@H](C)[C@H](CN(C)Cc2ccc(F)cc2)O3)c1 | -0.5 | 0
CN1CCN(C(=O)C[C@H]2C[C@@H]3c4cc(NC(=O)CC5CC5)ccc4O[C@@H]3[C@@H](CO)O2)CC1 | 0.0 | -3
CS(=O)(=O)N(CC(=O)Nc1cc(C(F)(F)F)ccc1Cl)c1ccc(Br)cc1 | -0.3 | 15
CCS(=O)(=O)NCC[C@H]1CC[C@H](NC(=O)Cc2ccccn2)[C@H](CO)O1 | -0.1 | -3
CCCC#Cc1cnc2c(c1)C(=O)N([C@@H](C)CO)C[C@H](C)[C@H](CN(C)C(=O)C1CC1)O2 | -0.3 | -5
OCCOCCNc1ncnc2sc(-c3ccccc3)cc12 | 1.6 | nt
C[C@@H]1CN([C@H](C)CO)C(=O)c2cc(NC(=O)Cc3cn(C)c4ccccc34)ccc2O[C@H]1CN(C)C(=O)Nc1ccc2c(c1)OCO2 | -18 | nt
C[C@@H]1CCCCO[C@@H](CN(C)C(=O)c2ccccc2)[C@@H](C)CN([C@H](C)CO)C(=O)c2cc(NC(=O)c3ccccc3)ccc2O1 | 0.6 | -7
C[C@@H]1CN([C@@H](C)CO)C(=O)c2cc(C#CC(C)(C)O)cnc2O[C@H]1CN(C)C(=O)C1CCOCC1 | -2.0 | 3
C[C@@H]1CN([C@H](C)CO)C(=O)c2cccc(NS(C)(=O)=O)c2O[C@H]1CN(C)Cc1ccc(C(F)(F)F)cc1 | nt | -8
C[C@@H]1[C@H]2[C@H](O[C@@H]3O[C@H](CO)[C@@H](O)[C@H](O)[C@H]3O)OC=C(C(=O)O)[C@H]2C[C@@H]1OC(=O)/C=C/c1ccc(O)cc1 | -0.9 | nt
COc1cccc(-c2ccc3c(c2)O[C@H](CN(C)C(=O)C2CCC2)[C@H](C)CN([C@@H](C)CO)S3(=O)=O)c1 | -1.0 | 7
CC(=O)Nc1ccc(S(=O)(=O)Nc2ccc(Oc3cccnc3)cc2)cc1 | 0.1 | 4
COc1ccc(S(=O)(=O)N(C)C[C@H]2Oc3ccc(NC(=O)C4CC4)cc3C(=O)N([C@@H](C)CO)C[C@@H]2C)cc1 | -2.6 | 8
COc1ccc(S(=O)(=O)N(C)C[C@@H]2Oc3cc(C4=CCCC4)ccc3S(=O)(=O)N([C@H](C)CO)C[C@@H]2C)cc1 | 0.2 | 8
Cc1noc(C)c1S(=O)(=O)Nc1ccc2c(c1)C(=O)N([C@H](C)CO)C[C@@H](C)[C@@H](CN(C)Cc1ccccc1)O2 | 0.2 | 2
CO[C@H]1CN(C)C(=O)c2ccc(NC(C)=O)cc2OC[C@@H](C)N(S(C)(=O)=O)C[C@@H]1C | 0.0 | -7
C[C@@H]1CN([C@H](C)CO)S(=O)(=O)c2ccc(-c3cccc(C#N)c3)cc2O[C@@H]1CN(C)C(=O)Nc1cc(F)ccc1F | nt | -18
CC(C)C#Cc1cnc2c(c1)C(=O)N([C@H](C)CO)C[C@H](C)[C@H](CN(C)C(=O)c1cccc(F)c1)O2 | -0.1 | -4
C[C@H](CO)N1C[C@H](C)[C@H](CN(C)CC2CCOCC2)Oc2ncc(C#Cc3cccc(F)c3)cc2C1=O | 2.2 | nt
COc1ccc(NC(=O)Nc2ccc3c(c2)CC(=O)N([C@@H](C)CO)C[C@H](C)[C@@H](CN(C)S(=O)(=O)c2ccc(C)cc2)O3)cc1 | -1.0 | nt
C[C@H](CO)N1C[C@H](C)[C@@H](CN(C)C(=O)[C@H](Cc2ccccc2)N(C)C)OCc2ccccc2-c2ccccc2C1=O | 5.0 | 2
O=C(C[C@@H]1CC[C@H](NC(=O)Cc2cccnc2)[C@@H](CO)O1)Nc1ccc(-c2ccccc2)cc1 | 0.2 | -17
C/C=C/c1ccc2c(c1)O[C@@H](CN(C)C(=O)CC1CC1)[C@H](C)CN([C@@H](C)CO)S2(=O)=O | -1.5 | -4

4 entries drawn at random from the list so far, as already listed:
SMILES | IDH1 mut inh | PRC2 inh
CS(=O)(=O)N(CC(=O)Nc1cc(C(F)(F)F)ccc1Cl)c1ccc(Br)cc1 | -0.3 | 15
C[C@H](CO)N1C[C@H](C)[C@H](CN(C)CC2CCOCC2)Oc2ncc(C#Cc3cccc(F)c3)cc2C1=O | 2.2 | nt
COc1cccc(-c2cnc3c(c2)C(=O)N([C@@H](C)CO)C[C@@H](C)[C@H](CN(C)Cc2ccc(F)cc2)O3)c1 | -0.5 | 0
COc1ccc(S(=O)(=O)N(C)C[C@H]2Oc3ccc(NC(=O)C4CC4)cc3C(=O)N([C@@H](C)CO)C[C@@H]2C)cc1 | -2.6 | 8

The list is partial; count on the stated rates, not on these rows.
